Pf growth 96h = P. falciparum growth inhibition at 96 hour, primary screen for plastid delayed-death inhibitors. P. falciparum luciferase reporter growth, 96 h. Potency, µM (highest dose often 28.7 µM), for inactives: top-dose activity change, negative = inhibition, hits mostly inhibitors. actives 6.9% (n = 320,000). AID 504834; note: potency is the fitted concentration of half-maximal effect; % is set by controls: 0 for no effect and ±100 for the full control effect
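Two-generation exposure (96 h) targets delayed-death phenotype. Reporter parasites carrying integrated firefly luciferase, in red cells at 2% hematocrit and 0.05% parasitemia final, kept at 37 C, 5% CO2; luminescence loss indicates inhibition.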
TbPYK inhibitor = T. brucei pyruvate kinase inhibition | Q57TT1 | TbPYK enzyme, Kinase-Glo Plus ATP luminescence, 45 min | Potency, µM (highest dose often 76.8 µM), inactives show at the top dose activity, negative = inhibition, actives largely listed as inhibitors | actives 0.12% (n = 410,000) | AID 624173; note: potency is the fitted concentration of half-maximal effect; % is set by controls: 0 for no effect and ±100 for the full control effect; nearly all actives have a fitted effect of over 50% in size
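Activity of T. brucei pyruvate kinase was followed by Kinase-Glo Plus luminescence after the enzyme reacted 45 min at room temperature with 130 uM ADP (final) and substrate. Test compounds were added before ADP at multiple concentrations.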
AmpC no deterg = AmpC beta-lactamase inhibition without detergent; P00811; AmpC nitrocefin hydrolysis, absorbance 480 nm, 0.0001% Triton; Potency, µM (titrated, usually from 57.1 µM), for inactives: at the top dose activity change, negative = inhibition, actives largely listed as inhibitors; actives 0.52% (n = 330,000); AID 485341;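 note: potency is the fitted concentration of half-maximal effect; plate controls were no compound for no effect and no enzyme for full effect; nearly all actives have a fitted effect of over 20% in size; some results filed as inactive show a strong effect at the top dose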
Target sequence (P00811 whole entry, looked up): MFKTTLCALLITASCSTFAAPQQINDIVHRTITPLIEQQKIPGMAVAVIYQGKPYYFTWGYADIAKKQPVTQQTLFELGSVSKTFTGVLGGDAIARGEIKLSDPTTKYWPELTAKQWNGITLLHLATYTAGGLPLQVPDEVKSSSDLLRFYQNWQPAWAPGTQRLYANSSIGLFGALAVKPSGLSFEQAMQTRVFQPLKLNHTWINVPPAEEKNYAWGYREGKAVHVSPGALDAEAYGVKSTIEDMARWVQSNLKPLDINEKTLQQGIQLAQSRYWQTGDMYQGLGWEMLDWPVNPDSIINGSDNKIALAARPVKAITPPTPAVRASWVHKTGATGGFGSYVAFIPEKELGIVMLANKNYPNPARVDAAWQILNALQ
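20 mM phosphate pH 7.0 + 0.01% (detergent screen) or 0.0001% Triton X-100; 5.3 nM AmpC reagent; cpd preinc 15 min RT; nitrocefin (800 uM stock) to start; A480 q20 s × 4 min; Activity was normalised to no-enzyme and no-compound control wells.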
Shiga inhibitor = inhibitors of Shiga toxin in Vero cells | Vero cells, Shiga toxin protein synthesis inhibition reporter | inhibition, % at 38.7 µM | actives 9.2% (n = 290,000); in the data active = inhibition mostly above about 28%, no sharp cut-off; inactive = mostly below about 43%; note: 0% is about no effect
LmPK inhibitor = inhibitors of Leishmania mexicana pyruvate kinase; Q27686; purified LmPK, Kinase-Glo ATP luminescence, 1 h; Potency, µM (highest dose often 57.5 µM), inactives show at the highest dose activity change, negative = inhibition, hits mostly inhibitors; actives 0.37% (n = 290,000); AID 1721; note: potency is the fitted concentration of half-maximal effect; % is set by controls: 0 for no effect and ±100 for the full control effect
Target sequence (Q27686 whole entry, looked up): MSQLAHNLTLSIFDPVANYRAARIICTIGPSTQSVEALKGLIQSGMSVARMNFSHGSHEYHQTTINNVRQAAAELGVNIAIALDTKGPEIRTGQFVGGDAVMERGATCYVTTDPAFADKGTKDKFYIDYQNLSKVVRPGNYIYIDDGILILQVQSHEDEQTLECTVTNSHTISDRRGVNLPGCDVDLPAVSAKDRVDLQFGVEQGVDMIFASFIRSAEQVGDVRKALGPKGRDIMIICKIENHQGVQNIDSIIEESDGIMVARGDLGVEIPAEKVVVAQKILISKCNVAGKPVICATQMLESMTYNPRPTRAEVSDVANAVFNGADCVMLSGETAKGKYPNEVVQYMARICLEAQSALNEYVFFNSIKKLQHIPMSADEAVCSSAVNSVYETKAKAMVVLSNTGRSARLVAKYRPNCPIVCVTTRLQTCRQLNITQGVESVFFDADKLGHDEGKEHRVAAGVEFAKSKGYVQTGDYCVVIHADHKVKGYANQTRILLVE
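Purified LmPK (0.1 nM) with 0.5 mM PEP and 0.1 mM ADP in imidazole buffer pH 7.2 with MgCl2/KCl, 1 h at room temperature. ATP formed was read by luciferase luminescence and normalized to no-enzyme and uninhibited controls.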
Pf growth 48h = inhibits P. falciparum growth in the first generation, 48 h; P. falciparum luciferase growth in erythrocytes, 48 h; Potency, µM (top dose mostly 28.7 µM), for the others: top-dose activity change, negative = inhibition, usual class: inhibitors; actives 5.9% (n = 310,000); AID 504832; note: potency is the fitted concentration of half-maximal effect; % is set by controls: 0 for no effect and ±100 for the full control effect
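Luminescence readout; reporter = integrated firefly luciferase in P. falciparum. RBC culture at 2% hematocrit, 0.1% parasitemia final, 37 C/5% CO2; decreased signal taken as growth inhibition.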
Cycloheximide cs = affects cycloheximide protein synthesis inhibition readout, counter-screen | actives 12% (n = 300,000) | max response, % | cell reporter, cycloheximide protein synthesis inhibition counterscreen | AID 2314; in the data active = max response mostly above about 13%, no sharp cut-off; inactive = mostly below about 14%; note: read at 38.3 µM for the half of the compounds with a filed dose; 0% is about no effect
The depositor's hits bear a star; ? = inconclusive; nt = not tested or not shown; & = joins results of further samples; [ ] = remark or other dose. Unless noted, calls come from the whole dose curve; as a rule, active = well fitted curve in the direction sought with a large enough effect; inconclusive = small, poorly fitted or top-dose-only effect, or another doubt; inactive = no such curve, though single readings can be large; an effect the other way counts as inactive or inconclusive.

SMILES,Shiga inhibitor,Pf growth 96h,Pf growth 48h,TbPYK inhibitor,Cycloheximide cs,AmpC no deterg,LmPK inhibitor
COc1ccc(Nc2nnc(C)c(=O)[nH]2)cc1,-8,?,nt,-11%,-6,-2%,11%
Cc1c2cnn(CC(=O)NCCCN3CC(C)CC(C)C3)c(=O)c2c(C)n1Cc1ccc(Cl)cc1 (stereo not given),10,4%,?,1%,-5,159%[activator],-8%
CCc1nccn1-c1cc(C(C)(C)C)nc2c(-c3ccc(Cl)cc3)cnn12,22,13µM*,50%[activator],-6%,19,-11%,2%
CCOc1ccccc1OCC(=O)N/N=C(\C)Cc1ccc(OC)cc1,-4,?,-25%,5%,4,6%,3%
CN(C)C(=O)N1CCCC(C(=O)NCc2ccccc2Cl)C1 (stereo not given),-2,3%,13%,-2%,-2,-23%,-2%
CC1CCN(C(=O)C2CCN(S(=O)(=O)c3cccc4nsnc34)CC2)CC1,-8,24%,-3%,3%,-5,-35%,-1%
O=C(COc1ccccc1Cl)Nc1cc(NC(=O)COc2ccccc2Cl)cc(C(=O)O)c1,-9,159%[activator],21%,-3%,-1,-13%,0%
Cc1nc2c(C(=O)NCc3cccs3)cnn2c(C)c1Cc1ccc(F)cc1,-5,?,-2%,nt,1,-26%,-1%
Cc1cc(C(=O)N2CC(C)CC(C)C2)c(C)o1 (stereo not given),nt,-3%,?,-6%,nt,-1%,nt
Cc1nc(SCC(=O)Nc2ccc(OCc3ccccc3)cc2)n[nH]1,58*,32%[activator],16%,0%,24*,-14%,0%
COc1ccc2cc(/C=N/NC(=O)c3ccc(CN(c4ccc(C)c(C)c4)S(C)(=O)=O)cc3)c(Cl)nc2c1,-11,383%[activator],?,0%,0,-3%,1%
O=C(COc1cc(O)c2c(=O)cc(-c3ccccc3)oc2c1)c1cccc([N+](=O)[O-])c1,nt,0%,4.1µM*,-1%,0,-19%,4%
CC(=O)NCCc1nc2ccccc2n1Cc1ccccc1,-14,-28%,nt,-2%,5,5%,2%
CCC(=O)Nc1ccc(C(=O)NNC(=O)c2ccc(C)cc2)cc1,-11,-22%,0%,-19%,-3,-21%,6%
CCOc1ccc(C(=O)Nc2cccc3ncccc23)cc1Cl,nt,?,-4%,-11%,4,-1%,0%
NC(=O)C1CCN(CC(=O)N2c3ccccc3CCc3ccccc32)CC1,-6,-18%,?,2%,-1,9%,-1%
Cc1ccc(OCCN2CCCCCC2)c(C)c1,-23,39%[activator],3%,-10%,-7,-10%,-5%
CCOC(=O)c1c(C=O)c(C)n(Cc2ccc(Cl)cc2)c1C,-14,?,1.9µM*,5%,6,30%,0%
O=C(NNC(=O)c1ccccc1OCc1ccccc1Cl)c1csc(N2CCOCC2)n1,14,?,?,-11%,10*,93%[activator],-3%
Cc1nc(-c2c(C(F)(F)F)noc2-c2ccc(O)cc2O)cs1,-10,?,31%[activator],-2%,-2,-28%,3%
CC(C)CN1C(=O)C(=O)N(CC(=O)c2ccc[nH]2)C1=O,nt,93%[activator],20%,-10%,nt,-2%,nt
COc1ccc(N=Nc2c(C)n[nH]c2C)cc1,119*,52%[activator],53%[activator],-2%,29*,-3%,-2%
CCOC(=O)c1nc(NNC(C)=O)sc1C,0,3%,13%,1%,-1,-21%,5%
Cc1ccc(CNC(=O)Cc2csc(Nc3nc(=S)[nH]c4ccccc34)n2)cc1,-8,84%[activator],-11%,nt,-1,-23%,3%
Cc1ccc(S(=O)(=O)NCC23C=CC(O2)C2C(=O)N(c4ccccc4)C(=O)C23)cc1 (stereo not given),-10,nt,-11%,-17%,12,-19%,10%
CCC(=O)Nc1ccc(N2CCCCC2)cc1,65,17%,nt,2%,37*,-1%,0%
Cn1c(=O)[nH]c(=O)c2c1[nH]c(=S)n2CCCc1ccccc1,-3,-3%,65%[activator],?,-1,-16%,-23%
Cc1cc(C)cc(NS(=O)(=O)c2ccc3c(c2)c(=O)n(C)c(=O)n3C)c1,3,nt,12µM*,4%,-6,-16%,7%
CCc1c(C)nc(Nc2nc(C)c3cc(OC)ccc3n2)[nH]c1=O,-16,-19%[5.75 µM],?,1%,8,1%,4%
COc1cccc2c(SCC(=O)N/N=C/c3ccccc3)cc(C)nc12,-26,-11%,-11%,-1%,-2,109%[activator],-3%
O=C(COC(=O)CNC(=O)c1ccc([N+](=O)[O-])o1)Nc1ncc(C(F)(F)F)cc1Cl,nt,?,?,3%,nt,-31%,nt
CCC(=O)N1CCN(c2ccccc2NC(=O)c2cccs2)CC1,1,?,-10%,-11%,-2,36%,-5%
CNC(=O)CN1C(=O)CSc2ncccc21,1,-7%,nt,-2%,5,7%,0%
CC(=O)N[C@@H](Cc1c[nH]c2ccccc12)C(=O)OCc1ccc(C#N)cc1,17,4%,-2%,-10%,-6,20%,3%
O=C(COc1ccccc1)NC(=S)N1CCc2ccccc21,38*,90%[activator],38%[activator],-12%,40*,-22%,-3%
Cc1ccccc1N/C(=C(/C(Cl)=C(Cl)Cl)[N+](=O)[O-])n1nnc2ccccc21,13,?,7%,0%,-2,nt,0%
O=C(CCNC(=O)Cn1cnc2ccccc2c1=O)NCC1CCCO1 (stereo not given),-15,-1%,17%,5%,9,-24%,-6%
CCCCCCOc1ccc(C(=O)n2cnc(N)n2)cc1,33,?,-8%,3%,20,-48%,-11%
COCCN1C(=NCCCOC(C)C)N[C@@H](c2ccccc2)C(C(=O)OC)=C1C,-1&-9,18%&-20%,?,-8%,-1&0,-16%&19%,-5%&-3%
O=C(Nc1nc(-c2ccccn2)cs1)c1ccc2c(c1)OCCO2,62*,?,220%[activator],2%,44*,-21%,4%
Cc1ccccc1OCCNc1cc(N2CCNCC2)ccc1[N+](=O)[O-],-7,0%,?,nt,4,-5%,10%
CCc1cc2c3c(c1)C(C)CC(C)(C)N3C(=O)C2=O (stereo not given),-6,?,-10%,0%,-4,-19%,-1%
O=C(Nc1ccc(Cl)cc1)c1ccc2c(c1)OCO2,49*,nt,198%[activator],-8%,30*,-11%,-8%
O=C(NCCCN1CCC(Cc2ccccc2)CC1)C1CC(=O)N(C2CCCC2)C1 (stereo not given),4,-34%,-20%,-4%,-2,80%[activator],3%
CCOC(=O)C1(CCc2ccccc2)CCN(Cc2cc(OC)c(OC)cc2OC)CC1,-21,-7%,?,-2%,-2,131%[activator],-7%
CNC(=S)Nc1ccc(C23CC4CC(CC(C4)C2)C3)cc1,10,36%,3%,-6%,1,-14%,1%
Cc1ccc(-c2nn(-c3ccc(F)cc3)cc2C(=O)N(C)CC(=O)Nc2ccc(N3CCOCC3)cc2)cc1,nt,?,-19%,4%,nt,10%,nt
Cc1ccc(C(=O)/C=C/c2ccco2)c(O)c1,56*,7%,97%[activator],-27%,37*,-46%,-3%
CCCc1[nH]nc2c1C(c1ccc(OC(=O)N3CCOCC3)c(OC)c1)C(C#N)=C(N)O2 (stereo not given),-9,9%,-10%,-8%,0,1%,-1%
CCn1c(SCc2nc3ccccc3nc2C)nnc1-c1cccs1,-3,-4%,10µM*,-6%,-2,-1%,-1%
CCN1CCN(c2nc(-c3cccs3)nc3ccccc23)CC1,-2,?,?,-1%,2,7%,2%
COC(CSc1nc(N)c2c3c(sc2n1)CN(C)CC3)OC,42,?,?,-10%,31*,-12%,-2%
CSc1nc(Cl)c(Cc2ccc(OC(C)C)cc2)c(N2CCOCC2)n1,-4,32%[activator],?,-5%,-4,-2%,2%
COc1ccc(/C=C2\SC(=O)N(CCC(=O)N3CCCCC3CCO)C2=O)cc1 (stereo not given),12,?,?,-3%,10,87%[activator],-1%
Cn1c(C2=C(O)CN(Cc3ccccc3)C2=N)nc2ccccc21,33*,62%[activator],41%[activator],-19%,33*,3%,1%
O=C(NCC(=O)N(c1cccnc1)C(C(=O)NC1CCCC1)c1ccccc1F)c1ccco1 (stereo not given),-4,5%,11%,-11%,-5,-10%,-9%
Cc1ccc2c(CN3CCCCC3C)cc(=O)oc2c1C (stereo not given),40*,?,?,9%,5,-22%,0%
COc1cccc(CNC(=O)CCC2CCCN(C(=O)C3=CC(=O)CC(C)(C)O3)C2)c1 (stereo not given),-4,?,-9%,5%,1,21%,2%
CC(C)CN(CC(C)C)CC(O)COc1ccccc1Br (stereo not given),-12,3.3µM*,?,0%,-4,-3%,0%
Cc1ccc(OCC(=O)NC(=S)Nc2ccc(Br)c(C)n2)cc1,-3,0%,?,4%,-2,2%,1%
CC1(C(=O)N2CCN(c3ccc([N+](=O)[O-])cc3)CC2)CC1(Cl)Cl (stereo not given),-5,?,29%,-2%,1,13%,5%

Some of these compounds in order of molecular weight, high to low:
SMILES,Shiga inhibitor,Pf growth 96h,Pf growth 48h,TbPYK inhibitor,Cycloheximide cs,AmpC no deterg,LmPK inhibitor
Cc1ccc(-c2nn(-c3ccc(F)cc3)cc2C(=O)N(C)CC(=O)Nc2ccc(N3CCOCC3)cc2)cc1,nt,?,-19%,4%,nt,10%,nt
Cc1nc2c(C(=O)NCc3cccs3)cnn2c(C)c1Cc1ccc(F)cc1,-5,?,-2%,nt,1,-26%,-1%
CNC(=O)CN1C(=O)CSc2ncccc21,1,-7%,nt,-2%,5,7%,0%

Exported with two lines to a compound: part of the list above
The line under a structure holds: Shiga inhibitor	Pf growth 96h	Pf growth 48h	TbPYK inhibitor	Cycloheximide cs	AmpC no deterg	LmPK inhibitor
COC(CSc1nc(N)c2c3c(sc2n1)CN(C)CC3)OC
  42	?	?	-10%	31*	-12%	-2%
CSc1nc(Cl)c(Cc2ccc(OC(C)C)cc2)c(N2CCOCC2)n1
  -4	32%[activator]	?	-5%	-4	-2%	2%
COc1ccc(/C=C2\SC(=O)N(CCC(=O)N3CCCCC3CCO)C2=O)cc1 (stereo not given)
  12	?	?	-3%	10	87%[activator]	-1%
Cn1c(C2=C(O)CN(Cc3ccccc3)C2=N)nc2ccccc21
  33*	62%[activator]	41%[activator]	-19%	33*	3%	1%
O=C(NCC(=O)N(c1cccnc1)C(C(=O)NC1CCCC1)c1ccccc1F)c1ccco1 (stereo not given)
  -4	5%	11%	-11%	-5	-10%	-9%
Cc1ccc2c(CN3CCCCC3C)cc(=O)oc2c1C (stereo not given)
  40*	?	?	9%	5	-22%	0%
COc1cccc(CNC(=O)CCC2CCCN(C(=O)C3=CC(=O)CC(C)(C)O3)C2)c1 (stereo not given)
  -4	?	-9%	5%	1	21%	2%
CC(C)CN(CC(C)C)CC(O)COc1ccccc1Br (stereo not given)
  -12	3.3µM*	?	0%	-4	-3%	0%
Cc1ccc(OCC(=O)NC(=S)Nc2ccc(Br)c(C)n2)cc1
  -3	0%	?	4%	-2	2%	1%
CC1(C(=O)N2CCN(c3ccc([N+](=O)[O-])cc3)CC2)CC1(Cl)Cl (stereo not given)
  -5	?	29%	-2%	1	13%	5%
